Assay outcomes deposited in PubChem by several laboratories.
TRPC6 activator – mouse TRPC6 channel activators, primary screen, cell-based, HEK293, membrane potential dye | Short transient receptor potential channel 6 (Mus musculus), Q61143 | HEK293-TRPC6 membrane potential dye fluorescence; hits give high values | B-score at 10 µM | 310,000 tested, 0.13% active | AID 2550, 2010;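 active = B-score of the integrated fluorescence ratio above library mean plus 3 SD, and starting fluorescence ratio within library mean plus 5 SD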;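 note: higher score means more depolarization so channel activation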
RGS4 block – RGS4 inhibitors, primary screen, cell-based, HEK293 M3R inducible RGS4, calcium flux; AID 463165, 2010; B-score at 10 µM; Regulator of G-protein signaling 4 (Homo sapiens), P49798; Fluo-4 calcium flux; hits give high values; triggered by carbachol at its EC20; 310,000 tested, 0.45% active;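 active = B-score, a plate-corrected calcium signal, over three deviations above library mean, with baseline fluorescence within five deviations of library mean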;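 note: RGS4 expression induced by doxycycline in cells with stable M3 receptor; B-score is computed from the integrated fluorescence ratio over baseline after carbachol; higher B-score means a larger calcium signal and so more RGS4 inhibition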
Target sequence (P49798 whole entry, looked up): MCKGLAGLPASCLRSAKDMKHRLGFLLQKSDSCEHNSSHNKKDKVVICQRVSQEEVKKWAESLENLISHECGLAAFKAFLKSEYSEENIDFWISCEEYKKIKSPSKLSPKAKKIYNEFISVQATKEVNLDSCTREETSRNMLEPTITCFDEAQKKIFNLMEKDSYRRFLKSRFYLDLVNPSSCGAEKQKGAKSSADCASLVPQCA
TMEM16A inh – TMEM16A chloride channel inhibitors, primary screen, cell-based, HTS; Anoctamin-1 (Mus musculus), Q8BHY3; 310,000 tested, 1.2% active; HEK293 TMEM16A/YFP iodide influx fluorescence, ionomycin; normalized B-score (activity score, 25-100; higher = stronger inhibition) at 10 µM; AID 588511, 2011;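 active = ratio plate-corrected score three or more library SD toward inhibition, starting fluorescence score within five deviations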;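 note: score derived from kinetic fluorescence span divided by baseline fluorescence per well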
MrgX1 allo act – positive allosteric modulators of MrgX1, primary screen, HEK293 cells, Fluo-4 calcium flux | FDSS; hits give high values | B-score at 10 µM | 310,000 tested, 0.63% active | AID 588675, 2011;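 active = plate-corrected calcium response at least 3 library SD above typical, normal starting fluorescence, not activating the receptor alone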;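 note: compound read alongside a low EC10 to EC30 dose of BAM8-22 agonist; peak minus trough fluorescence over baseline measured at the second addition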
Target sequence (Q96LB2 whole entry, looked up): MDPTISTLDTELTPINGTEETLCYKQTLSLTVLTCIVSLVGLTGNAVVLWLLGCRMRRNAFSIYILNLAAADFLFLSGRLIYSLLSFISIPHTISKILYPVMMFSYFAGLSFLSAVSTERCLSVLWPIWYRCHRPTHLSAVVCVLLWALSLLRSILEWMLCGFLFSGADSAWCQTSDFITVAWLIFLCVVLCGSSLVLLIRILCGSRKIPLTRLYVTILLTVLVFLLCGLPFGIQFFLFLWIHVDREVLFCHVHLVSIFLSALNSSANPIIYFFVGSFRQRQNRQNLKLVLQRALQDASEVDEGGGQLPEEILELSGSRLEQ
HDAC3 inh – HDAC3 deacetylase inhibitors, primary screen, biochemical, fluorescence, cell-free homogeneous; recombinant HDAC3, fluorogenic peptide/trypsin coupled; inhibition, % at 8.3 µM; 320,000 tested, 0.15% active; AID 2718, 2010; in the data active = inhibition above about 26%, passing the limit was not always enough; inconclusive = no clear call, values can overlap the other calls
Target sequence (O15379 whole entry, looked up): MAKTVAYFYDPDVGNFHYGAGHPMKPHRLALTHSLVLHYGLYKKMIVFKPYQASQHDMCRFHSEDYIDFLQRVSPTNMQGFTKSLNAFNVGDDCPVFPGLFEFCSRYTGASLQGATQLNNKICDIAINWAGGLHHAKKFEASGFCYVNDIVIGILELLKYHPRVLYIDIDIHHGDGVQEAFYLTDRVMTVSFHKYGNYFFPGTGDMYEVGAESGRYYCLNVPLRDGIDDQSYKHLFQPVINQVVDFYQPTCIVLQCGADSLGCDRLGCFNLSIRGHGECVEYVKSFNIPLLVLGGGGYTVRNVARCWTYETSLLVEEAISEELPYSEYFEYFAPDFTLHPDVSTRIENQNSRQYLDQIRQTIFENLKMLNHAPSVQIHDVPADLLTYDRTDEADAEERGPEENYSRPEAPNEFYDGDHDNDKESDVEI
SKKanGAS inh – S. pyogenes SKKanGAS growth inhibitors in kanamycin, primary screen, streptokinase expression inhibitor project, SKKanGAS strain, BacTiter-Glo luminescence | 300,000 tested, 1.3% active | AID 1662, 2009 | 6 h | inhibition, % at 7.5 µM;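 active = mean replicate score, as percent of positive control median, at least 50; inconclusive = mean below 50 but one replicate at or above 50; inactive = mean and every replicate below 50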;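 note: strain carries kanamycin resistance gene driven by streptokinase promoter and grows in 40 µg/ml kanamycin; loss of luminescence reflects streptokinase promoter inhibition or plain growth inhibition; 0% = median of DMSO wells and 100% = positive control at its reference dose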
MrgX1 antagonist – antagonists of human MrgX1 receptor, primary screen, HEK293 cells, Fluo-4 calcium flux. Mas-related G-protein coupled receptor member X1 (Homo sapiens), Q96LB2. BAM8-22 antagonism; hits give low values. B-score at 10 µM. 310,000 tested, 1.3% active. AID 588676, 2011;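 active = calcium-response B-score plate-corrected more than 3 library SD below zero, starting fluorescence within 5 deviations, no agonist response on first addition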;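 note: peak minus trough fluorescence over baseline after final BAM8-22 challenge near maximal dose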
RGS4 act – RGS4 potentiators or activators, primary screen, cell-based, HEK293 M3R inducible RGS4, calcium flux; AID 463111, 2010; carbachol calcium flux Fluo4; hits give low values; B-score at 10 µM; 310,000 tested, 0.92% active;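 active = B-score of the integrated calcium signal more than 4 SD below the library mean, with starting fluorescence not abnormally high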;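 note: negative B-score means reduced calcium response which marks RGS4 activation or potentiation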
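System – HEK293 FlpIn-TREx cells, stable M3R, doxycycline-inducible RGS4 · Reagent – ECmax carbachol challenge · Times – compound preincubation 20 min at room temperature before agonist · Technique – Fluo4 fluorescence kinetic imaging of calcium · Measure – B score of integrated Fluo4 ratio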
TRPC6 inhibitor – mouse TRPC6 channel inhibitors, primary screen, cell-based, HEK293, membrane potential dye; B-score at 10 µM; ACh-evoked depolarization; hits give low values; 310,000 tested, 1.1% active; Short transient receptor potential channel 6 (Mus musculus), Q61143;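 active = B-score under library mean minus 3 SD, initial fluorescence not abnormally high, positive integrated signal ratio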;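 note: B-score derived from integrated fluorescence ratio over the kinetic read; more negative B-score means stronger inhibition of depolarization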
MrgX1 ag – agonists of human MrgX1 receptor, primary screen, HEK293 cells, Fluo-4 calcium flux; 310,000 tested, 0.44% active; Mas-related G-protein coupled receptor member X1 (Homo sapiens), Q96LB2; Fluo-4 calcium fluorescence, agonist mode; hits give high values; B-score at 10 µM;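 active = calcium response B-score plate-corrected fluorescence ratio at least 3 library SD, with starting fluorescence B-score inside 5 SD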
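Test system: HEK293 cells stably expressing human MrgX1 receptor; amount: 15,000 cells per well; doses: compound delivered in addition one of three; times: overnight plating before 1 h dye loading; detection: Fluo-4 NW calcium-flux fluorescence, kinetic read; read-out basis: B-scored fluorescence response ratio; controls: positive and negative controls per plate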
TMEM16A act – TMEM16A chloride channel activators or potentiators, primary screen, cell-based, HTS; HEK293 TMEM16A/YFP-H148Q/I152L, iodide quench fluorescence; hits give low values; B-score at 10 µM; 340,000 tested, 0.3% active;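 active = fluorescence-ratio B-score plate-corrected deviation score at least 3 library SD below zero, with starting fluorescence score within 5 deviations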;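 note: channel opened by trigger with iodide after compound preincubation; score built on the fluorescence ratio of max minus min over baseline; more negative score means more quench and so TMEM16A activation or potentiation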
Active calls of the source: *; i = inactive; ? = inconclusive; . = not tested or not shown; & = joins results of further samples.

Under each structure – TRPC6 activator, RGS4 block, TMEM16A inh, MrgX1 allo act, HDAC3 inh, SKKanGAS inh, MrgX1 antagonist, RGS4 act, TRPC6 inhibitor, MrgX1 ag, TMEM16A act
> O=C(O)c1cc(-c2ccc(Cl)s2)nc2ccccc12
→ i, i, i, i, -7, 3, i, i, i, i, i
> Cc1ccc2oc(C(=O)N(Cc3ccncc3)CC3CCCO3)c(C)c2c1 (stereo unspecified)
→ i, i, i, i, 0, 9, i, i, i, i, i
> CCCN(CC(=O)Nc1ccccc1C)C(=O)c1ccc(N2CCOCC2)c([N+](=O)[O-])c1
→ i, i, i, i, -5, 1, i, i, i, i, i
> Cc1cc(C(F)F)n2ncc(C(=O)NCCc3ccccc3Cl)c2n1
→ i, i, i, i, -7, -2, i, i, i, i, i
> Cc1onc(-c2ccccc2Cl)c1C(=O)Nc1sc2c(c1C(N)=O)CCC(C)C2 (stereo unspecified)
→ i, i, i, i, 3, 24, i, i, i, i, i
> N#CC(=C=[N-])c1nc2ccccc2nc1-[n+]1ccccc1
→ i, i, i, i, 0&-2, -15&-3, i, i, i, i, i
> CCn1c(SCc2nc3ccccc3c(=O)[nH]2)nnc1C(C)NC(=O)c1ccccc1F (stereo unspecified)
→ i, i, i, i, 2, -4, i, i, i, i, i
> NC(=O)CSc1oc(-c2ccc(F)cc2)nc1S(=O)(=O)c1ccccc1
→ i, i, i, i, 7, -4, i, i, i, i, i
> CCCCN(CC)C(=O)c1cc2cc3ccc(OC)cc3nc2o1
→ i, i, i, i, -22, -13, i, i, i, i, i
> CC(C)C1S/C(=N/N=C/c2ccco2)NC1=O (stereo unspecified)
→ i, i, i, i, 1, -6, i, i, i, i, i
> O=C(Nc1ccc2nc(-c3ccco3)c(-c3ccco3)nc2c1)NC1CC1
→ i, i, ., ., ., 19, ., i, i, ., i
> CC(C)(C)NC(=O)C(OC(=O)c1cccs1)c1ccc(C#N)cc1 (stereo unspecified)
→ i, i, i, i, 3, -3, i, i, i, i, i
> CCn1nc(C)c(/C=N/NC(=O)Cn2nnnc2N)c1C
→ i, i, i, i, -1, -1, i, i, i, i, i
> Cc1ccc(C)c(S(=O)(=O)N(C)C2CCS(=O)(=O)C2)c1 (stereo unspecified)
→ i, i, i, i, -9, -6, i, i, i, i, i
> CC(C)CCn1c(CN2CCN(Cc3ccccc3)CC2)nc2c1c(=O)[nH]c(=O)n2C
→ i, i, i, i, 1, 6, i, i, i, i, i
> OC(CSc1c(Cl)cccc1Cl)CN1CCN(c2ccccc2F)CC1 (stereo unspecified)
→ i, i, i, i, -3, 2, i, i, i, i, i
> O=C(Nc1ccccc1)c1ccc2c(c1)CCN2S(=O)(=O)c1ccccc1
→ i, i, i, i, -3, -1, i, i, i, i, i
> Cc1cc(/C=c2\sc3nc4ccccc4n3c2=O)c(C)n1-c1ccc(C(=O)O)cc1
→ i, i, ., ., ., 34, ., -7.3*, i, ., i
> Cc1ccc(CN2C(=O)CCC2C(=O)NCc2ccccc2Cl)cc1 (stereo unspecified)
→ i, i, i, i, 1, 4, i, i, i, i, i
> O=C(COc1ccc(Cl)cc1)N1CCN(S(=O)(=O)c2ccc(Cl)cc2)CC1
→ i, i, i, i, 3, 1, i, i, i, i, i
> CC(C)c1ccc(N(C(=O)c2csnn2)C(C(=O)NC(C)(C)C)c2cccnc2)cc1 (stereo unspecified)
→ i, i, i, i, -2, 16, i, i, i, i, i
> COc1cc(OC)c(C(=O)N(CCc2ccccc2)Cc2ccccc2)cc1OC
→ i, i, i, i, 1, 3, i, i, -6.9*, i, i
> NS(=O)(=O)c1ccc(CNC(=S)NC2CCCCC2)cc1
→ i, i, i, i, ., -8, i, i, i, i, i
> CNC(=O)C(=O)NCC1OCCCN1S(=O)(=O)c1ccc(F)cc1C (stereo unspecified)
→ i, i, i, i, 11, 5, i, i, i, i, i
> O=C(NCCc1ccccc1)c1cnc2ccccn2c1=O
→ i, i, i, i, -43, -3, i, i, i, i, i
> O=C(CSc1nnc(-c2cccnc2)s1)Nc1ccccc1
→ i, i, i, i, 5, -4, i, i, i, i, i
> O=C(O)c1cccc2c1-c1ccccc1/C2=N\Nc1ccccc1
→ i, i, i, i, 7, 12, i, i, i, i, i
> CCCCn1c(=S)[nH]c2ccccc2c1=O
→ i, i, i, i, -1, -1, i, i, i, i, i
> CCCN1CCC(NC(=O)CC2C(=O)NCCN2Cc2cccc(OC)c2)CC1 (stereo unspecified)
→ i, i, i, i, -1, 6, i, i, i, i, i
> O=S(=O)(c1ccc(F)cc1)N1CCCC1
→ i, i, i, i, 0, 0, i, i, i, i, i
> CC(C)(C)NC(=O)c1ccc(COc2ccccc2Br)o1
→ i, i, i, i, 3, 9, i, i, i, i, i
> CCS(=O)(=O)Nc1ccc(C2=NN(C(=O)c3ccco3)C(c3cccs3)C2)cc1 (stereo unspecified)
→ i, i, i, i, 11, 0, i, i, i, i, i
> Cn1nc(C(=O)NNC(=O)COc2ccccc2)c2ccccc2c1=O
→ i, i, i, i, ?, -2, i, i, i, i, i
> Cc1nc2c(C)cccn2c1/C(O)=C1\C(=O)C(=O)N(CCN(C)C)C1c1ccccc1 (stereo unspecified)
→ i, i, i, i, 2, -3, i, i, i, i, i
> CCOC(=O)c1ccc(-n2cncn2)nc1
→ i, i, i, i, -6, -5, i, i, i, i, i
> Cc1ccc(NC(=O)NCC(c2ccccc2)N(C)C)cc1 (stereo unspecified)
→ i, i, i, i, -8, 0, i, i, i, i, i
> COC(=O)c1c(C)oc(C)c1S(=O)(=O)N1CCCCC1
→ i, i, i, i, 0, -3, i, i, i, i, i
> CC1CCN(CCOc2cccc(Br)c2)CC1
→ i, i, i, i, 3, -1, i, i, i, i, i
> O=C(N/N=C1/CC2C=CCC12)c1cccs1 (stereo unspecified)
→ i, i, ., ., ., 5, ., i, i, ., i
> O=C1CSc2ccc(C(=O)NCCC3=CCCCC3)cc2N1
→ i, i, i, i, 0, -10, i, i, i, 119*, i
> Cc1cc(C(=O)Nc2ccc3c(c2)OCCO3)co1
→ i, i, i, i, -5, -2, i, i, i, i, i
> Cc1csc(NC(=O)c2cccs2)n1
→ i, i, i, i, 1, 0, i, i, i, i, i
> CCC(C)(C(=O)NC1CCCC1)N(Cc1ccco1)C(=O)c1ccc2c(c1)OCO2 (stereo unspecified)
→ i, i, i, i, -1, -4, i, i, i, i, i
> COc1cc(C2C3C(=O)N(Cc4ccccc4)C(=O)C3ON2c2ccccc2)cc(OC)c1OC (stereo unspecified)
→ i, i, ., ., ., -12, ., i, i, ., i
> O=C(C1CC(=O)N(c2ccccc2)C1)N1CCC(c2nc3ccccc3[nH]2)CC1 (stereo unspecified)
→ i, i, i, i, 3, -2, i, i, i, i, i
> NC(=O)CC(NC(=O)c1ccc(Br)cc1)c1ccc(NC2CCCCC2)c([N+](=O)[O-])c1 (stereo unspecified)
→ i, i, i, i, -6, 11, i, i, i, i, i
> CCc1ccc(NS(=O)(=O)c2cc3c4c(c2)CCN4C(=O)CC3)cc1
→ i, i, i, i, 11, 6, i, i, i, i, i
> CCCCCNC(=O)CC1Nc2c3ccccc3nc(=S)n2C1=O (stereo unspecified)
→ i, i, i, i, -1, 5, i, i, i, i, i
> O=C1COc2cccnc2N1
→ i, i, i, i, -5, 11, i, i, i, i, i
> CS(=O)(=O)c1ccc(-c2nnn(CC(N)=O)n2)cc1
→ i, i, i, i, 3, 5, i, i, i, i, i
> CCOc1ccccc1C(=O)Nc1ccc(-n2nncc2C(C)(C)C)cc1
→ i, i, i, i, 1, -3, i, i, i, i, i
> CCCn1c(C)cc(C(=O)CSc2nc3ccccc3c(=O)n2Cc2ccco2)c1C
→ i, i, i, i, 5, 14, i, i, i, i, i
> COc1ccc(CNS(=O)(=O)CCNC(=O)c2ccccc2)cc1
→ i, i, i, i, 0, -3, i, i, i, i, i
> Cc1cc(NC(=O)CCCC(=O)N(c2ccccc2)C(C(=O)NC2CCCCC2)c2cccs2)no1 (stereo unspecified)
→ i, i, i, i, 0, 2, i, i, i, i, i
> O=C(Nc1cc([N+](=O)[O-])ccc1Cl)C(Sc1ccccc1)c1ccccc1 (stereo unspecified)
→ i, i, i, i, 7, -2, i, i, i, i, i
> Cc1c2c([n+]3n1CCC3)CC(C)(C)CC2=O
→ i, i, i, i, 0, -2, i, i, i, i, i
> COc1ccc(Cc2n[nH]c(=S)n2N)cc1OC
→ i, i, i, i, -1, 2, i, i, i, i, i
> COc1cccc(COC(=O)C2CCN(S(=O)(=O)c3ccc(Cl)cc3)CC2)c1OC
→ i, i, i, i, -9, 17, i, i, i, i, i
> CN(CC(=O)Nc1ccc(F)cc1)C(=O)COC(=O)CCN1C(=O)C2CC=CCC2C1=O (stereo unspecified)
→ i, i, i, i, -7, 6, i, i, i, i, i
> CC1=C(C(=O)OCc2ccccc2)C(c2ccc(Br)cc2)NC(=O)N1CCCC(=O)O (stereo unspecified)
→ i, i, i, i, 3, 0, i, i, i, i, .
> CC(SCC(=O)Nc1ccc(S(=O)(=O)N2CCCCC2)cc1)C(=O)O (stereo unspecified)
→ i, i, i, i, 0, -2, i, i, i, i, i
> CCOc1ccc(N(Cc2nnc3n2CCCCC3)C(=O)Nc2cccc(C)c2)cc1
→ i, i, i, i, -11, 11, i, i, i, i, i
